Source: PubChem
LmPK inh – qHTS Assay for Inhibitors of Leishmania Mexicana Pyruvate Kinase (LmPK) | Q27686 | purified LmPK, Kinase-Glo ATP luminescence, 1 h | Potency, µM (top dose mostly 57.5 µM), inactives show at the top dose activity change, negative = inhibition, hits mostly inhibitors | 290,000 compounds, 0.37% hits | AID 1721, 2009; also: potency is read from the fitted curve at half-maximal effect
Target sequence (Q27686 whole entry, looked up): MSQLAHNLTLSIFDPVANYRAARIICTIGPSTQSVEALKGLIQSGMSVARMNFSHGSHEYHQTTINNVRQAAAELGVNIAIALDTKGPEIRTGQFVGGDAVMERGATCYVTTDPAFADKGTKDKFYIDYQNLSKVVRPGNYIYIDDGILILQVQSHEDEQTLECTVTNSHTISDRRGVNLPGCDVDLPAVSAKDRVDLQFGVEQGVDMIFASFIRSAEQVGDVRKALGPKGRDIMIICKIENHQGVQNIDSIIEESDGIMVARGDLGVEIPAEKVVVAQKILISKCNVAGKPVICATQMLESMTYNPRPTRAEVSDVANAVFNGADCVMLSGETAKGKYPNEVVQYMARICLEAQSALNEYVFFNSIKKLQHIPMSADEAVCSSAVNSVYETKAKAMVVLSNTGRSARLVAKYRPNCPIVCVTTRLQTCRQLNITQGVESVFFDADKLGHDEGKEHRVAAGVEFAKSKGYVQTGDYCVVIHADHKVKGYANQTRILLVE
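qHTS format; LmPK 0.1 nM; substrates PEP 0.5 mM and ADP 0.1 mM. One-hour room-temperature incubation, then coupled luciferase luminescence; 0.5 nM enzyme wells mark activation.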
AmpC inh detg – qHTS Inhibitors of AmpC Beta-Lactamase (assay with detergent) | P00811 | 370,000 compounds, 0.041% hits | AmpC hydrolysis of nitrocefin, absorbance 480 nm, 0.01% Triton | Potency, µM (doses to about 114 µM), for the others: at the highest dose activity change, negative = inhibition, hits mostly inhibitors | AID 485294, 2010;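 also: potency is read from the fitted curve at half-maximal effect; 0% = no-compound wells and -100% = no-enzyme wells; nearly all actives have a fitted effect of over 25% in size; some results filed as inactive show a strong effect at the top dose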
Target sequence (P00811 whole entry, looked up): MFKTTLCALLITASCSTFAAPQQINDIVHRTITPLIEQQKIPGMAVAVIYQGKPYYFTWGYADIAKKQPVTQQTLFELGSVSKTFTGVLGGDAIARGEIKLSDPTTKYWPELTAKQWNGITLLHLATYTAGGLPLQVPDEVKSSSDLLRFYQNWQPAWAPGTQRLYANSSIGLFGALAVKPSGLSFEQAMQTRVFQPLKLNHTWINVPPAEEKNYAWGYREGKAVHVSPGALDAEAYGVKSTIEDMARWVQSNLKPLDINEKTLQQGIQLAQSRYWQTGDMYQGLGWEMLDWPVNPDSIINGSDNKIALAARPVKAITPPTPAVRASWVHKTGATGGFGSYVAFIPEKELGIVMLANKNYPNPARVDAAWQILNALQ
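20 mM phosphate pH 7.0 + 0.01% (detergent screen) or 0.0001% Triton X-100; 5.3 nM AmpC reagent; cpd preinc 15 min RT; nitrocefin (800 uM stock) to start; A480 q20 s × 4 min; Activity was normalised to no-enzyme and no-compound control wells.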
AMA1-RON2 inh – qHTS for Inhibitors of AMA1-RON; Towards Development of Antimalarial Drug Lead: Primary Screen; Potency, µM (top dose mostly 58.2 µM), without a hit: top-dose activity change, negative = inhibition, hits mostly inhibitors; AlphaScreen AMA1-biotinylated RON2 peptide binding; 360,000 compounds, 0.2% hits;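 also: potency is read from the fitted curve at half-maximal effect; 0% = vehicle wells and -100% = peptide control; nearly all actives have a fitted effect of over 45% in size; some results filed as inactive show a strong effect at the top dose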
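AMA1 (3D7) with his tag at 25 nM final met compounds first, then biotinylated RON2 peptide at 25 nM; detection used donor plus acceptor beads, 10 µg/mL apiece, read by AlphaScreen after 30 min at room temperature.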
Sm TGR block – qHTS Assay for the Inhibitors of Schistosoma Mansoni Peroxiredoxins. AID 485364, 2010. 360,000 compounds, 3% hits. purified TGR, DTNB reduction, TNB absorbance 405 nm. Potency, µM (titrated, usually from 114 µM), without a hit: top-dose activity change, negative = inhibition, most hits filed as inhibitors. Schistosoma mansoni thioredoxin glutathione reductase (TGR), Q962Y6; also: potency is read from the fitted curve at half-maximal effect; nearly all actives have a fitted effect of over 60% in size
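Kinetic colorimetric format: TGR-catalysed, NADPH-driven DTNB reduction monitored via TNB absorbance. Enzyme dispensed at 20 nM; compound exposure 15 min at room temperature before reaction start.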
Tb PYK inh – qHTS of Trypanosoma Brucei Inhibitors. AID 624173, 2012. 410,000 compounds, 0.12% hits. Potency, µM (top dose mostly 76.8 µM), for the others: at the highest dose activity, negative = inhibition, most hits filed as inhibitors. TbPYK enzyme, Kinase-Glo Plus ATP luminescence, 45 min. pyruvate kinase (Trypanosoma brucei), Q57TT1; also: potency is read from the fitted curve at half-maximal effect; nearly all actives have a fitted effect of over 50% in size
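Luminescence from Kinase-Glo Plus, added after a 45-minute room-temperature reaction, served as the end-point read-out. The enzyme and substrate were preincubated with compound before ADP (130 uM final) initiated turnover. Concentration-effect curves came from normalized qHTS data.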
AmpC no deterg – qHTS Inhibitors of AmpC Beta-Lactamase (assay without detergent) | AmpC nitrocefin hydrolysis, absorbance 480 nm, 0.0001% Triton | Potency, µM (top dose mostly 57.1 µM), inactives show at the highest dose activity change, negative = inhibition, hits mostly inhibitors | 330,000 compounds, 0.52% hits | AID 485341, 2010;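 also: potency is read from the fitted curve at half-maximal effect; plate controls were no compound for no effect and no enzyme for full effect; nearly all actives have a fitted effect of over 20% in size; some results filed as inactive show a strong effect at the top dose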
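20 mM phosphate pH 7.0 + 0.01% (detergent screen) or 0.0001% Triton X-100; 5.3 nM AmpC reagent; cpd preinc 15 min RT; nitrocefin (800 uM stock) to start; A480 q20 s × 4 min; Activity was normalised to no-enzyme and no-compound control wells.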
HCMV antiviral – qHTS Assay for inhibitors of the human cytomegalovirus (HCMV); activity change, negative = inhibition, % at 57.5 µM; 410,000 compounds, 4.5% hits; HFF cells, HCMV-luciferase reporter, 72 h; stronger effect = lower value; AID 1259415, 2018; in the data active = activity change below about -60%; inconclusive = no clear call, values can overlap the other calls; inactive = above about -39%
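After 16 h attachment at 37C, HFF cells received test compound and HCMV-luciferase (1 PFU/cell); reporter luminescence read 72 h later, data normalized against buffer-only and known inhibitor Salinomycin.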
Starred values were filed as active, the others as inactive; ? = inconclusive; · = no result given; & = joins results of further samples; [ ] = dose if it differs, or a comment. Unless noted, calls follow the shape of the dose curve; as a rule, active = well fitted curve in the direction sought with a large enough effect; inconclusive = small, poorly fitted or top-dose-only effect, or another doubt; inactive = no such curve, though single readings can be large; an effect the other way counts as inactive or inconclusive. Unless noted, % is scaled to controls: 0 for no effect and ±100 for the full control effect. Outcome played no part in choosing rows. Share with any hit: about 7.4%.

Under each structure – LmPK inh	AmpC inh detg	AMA1-RON2 inh	Sm TGR block	Tb PYK inh	AmpC no deterg	HCMV antiviral
C/C(=N\NC(=O)CNc1cccc(C(F)(F)F)c1)c1ccc(Br)cc1
→ 0%	-5%	-7%	0%	0%	6%	-38
COc1cccc(-n2c(CCn3nc(C)c([N+](=O)[O-])c3C)n[nH]c2=S)c1
→ -20%	-5%	13%	0%	?	-13%	2
CC1CCCC(C(=O)O)N1C(=O)CCSSCCC(=O)N1C(C)CCCC1C(=O)O (centres undefined)
→ -1%	?	3%	4%	-6%	-37%	51
Cc1cc(C(=O)Nc2cccc(S(=O)(=O)N3CCOCC3)c2)c2ccccc2n1
→ ·	·	-5%	·	0%	38%	1
Cc1cc(C(F)(F)F)n2nc(-c3cnn(C)c3C(F)(F)F)c(Cl)c2n1
→ -1%	-8%	-7%	19%	-1%	30%	-17
CCOc1ccc(C2CC(=O)n3nc(-c4ccc(C)cc4)nc3S2)cc1 (centres undefined)
→ ·	2%	·	7%	2%	·	-3
O=C(Cn1cnc2c(OCc3ccccc3)ncnc21)NCCCn1ccnc1
→ ·	·	-1%	·	-1%	-16%	-5
CCOc1ccc(S(=O)(=O)N2Cc3ccccc3CC2C(=O)NCCCn2ccnc2)cc1 (centres undefined)
→ 3%	?	14%	0%	-7%	64%[activator]	25
COc1ccc(Cl)cc1C(=O)N1CCC2(CC1)CC(=O)c1ccccc1O2
→ ·	?	6%	-1%	-3%	67%[activator]	-15
CCOC(=O)N1CCN(c2ccc([N+](=O)[O-])cc2)CC1
→ -3%	-8%	5%	-10%	-4%	-19%	-2
CCOc1cc(C2C(C(N)=O)=C(C)Nc3ncnn32)cc(Br)c1O (centres undefined)
→ ·	12%	·	-10%	-3%	·	-3
CC1(C)CC(=O)C=C(NCCN2CCN(C(=O)Nc3ccc(Cl)cc3)CC2)C1
→ -3%	-21%	-3%	0%	7%	44%	15
COc1ccc([C@@H](C)NC(=O)c2ccc3oc(C(C)C)nc3c2)cc1
→ 0%	1%	-3%	8%	-7%	-2%	59
COc1ccccc1NS(=O)(=O)c1ccc(C(=O)NCCCn2ccnc2)cc1
→ ·	-11%	-4%	1%	3%	-1%	-22
COc1cccc(-n2nc(C(=O)Nc3ccc4c(c3)OCO4)c3ccccc3c2=O)c1
→ 7%	1%	-1%	2%	-5%	19%	·
CC(Cc1ccccc1)NC(=O)/C=C/c1ccc(Cl)cc1 (centres undefined)
→ 4%	-14%	14%	2%	0%	-48%	-34
CCn1c(N)nc2c1c(=O)n(C)c(=O)n2C
→ 2%	2%	19%	5%	-3%	-8%	7
COc1cccc(SCc2noc(C(=O)NCCN(C)C)c2C(=O)NCCN(C)C)c1
→ ·	·	17%	·	1%	·	-19
Cc1ccc(Cl)cc1NC(=O)CN1C(=O)c2ccccc2Sc2ncccc21
→ ·	22%	·	4%	0%	·	-9
Cc1csc2cc(-c3cccc([N+](=O)[O-])c3)c(-c3cccc([N+](=O)[O-])c3)c[n+]12
→ 2%	-7%	19%	-9%	0%	-56%	-33
Cc1sc2nc(SCc3ccccc3)n(Cc3ccco3)c(=O)c2c1C
→ 1%	-5%	2%	-32%	3%	-27%	-36
Fc1cccc(Cc2noc(CN3CCCCC3c3ccccn3)n2)c1 (centres undefined)
→ 1%	-4%	33%[activator]	4%	-7%	-16%	-3
CCOC(=O)c1ccc(-c2ccc(/C=N/NC(=O)CN(c3ccccc3Cl)S(C)(=O)=O)o2)cc1
→ 0%	-14%	-5%	-1%	-8%	-33%	-35
Cc1ccc(NC(=O)CN2C(=O)C(C)Oc3ccccc32)nc1 (centres undefined)
→ 4%	?	-3%	-5%	5%	-15%	12
Cc1c2cnn(CC(=O)N3CCC4(CC3)OCCO4)c(=O)c2c(C)n1Cc1ccccc1Cl
→ -1%	-1%	5%	-8%	3%	30%	?
Cc1cc(C)cc(N2CCn3c2nc2c3c(=O)n(C/C=C/c3ccccc3)c(=O)n2C)c1
→ ·	18%	·	2%	-7%	·	?
CCCOC(=O)c1ccc(-c2c(C)noc2-c2ccc(OC)cc2O)o1
→ 6%	4%	-10%	5%	-3%	-14%	10
CCn1c(=S)sc2c(=O)n(CC(=O)Nc3cccc(OC)c3)c(C)nc21
→ -3%	-14%	4%	3%	6%	-38%	-27
CC(C)(C)NCC(=Cc1ccccc1)C(=O)c1ccccc1
→ ·	·	-4%	·	-2%	·	-98*
COc1ccc(CNC(=O)c2ccc(-c3ccc(F)c(F)c3)c3ccoc23)cc1OC
→ ·	·	-10%	·	3%	·	?

Compound profiles, as listed above:
Cc1sc2nc(SCc3ccccc3)n(Cc3ccco3)c(=O)c2c1C reads LmPK inh = 1%; AmpC inh detg = -5%; AMA1-RON2 inh = 2%; Sm TGR block = -32%; Tb PYK inh = 3%; AmpC no deterg = -27%; HCMV antiviral = -36
Fc1cccc(Cc2noc(CN3CCCCC3c3ccccn3)n2)c1 (centres undefined) reads LmPK inh = 1%; AmpC inh detg = -4%; AMA1-RON2 inh = 33%[activator]; Sm TGR block = 4%; Tb PYK inh = -7%; AmpC no deterg = -16%; HCMV antiviral = -3

Other results:
Under each structure – LmPK inh	AmpC inh detg	AMA1-RON2 inh	Sm TGR block	Tb PYK inh	AmpC no deterg	HCMV antiviral
Cc1cc(C)c2c(CN3CCN(c4ccccc4)CC3)cc(=O)oc2c1
→ ·	·	-12%	·	2%	·	-4
CCC(=O)NC(=S)Nc1ccc(NC(=O)c2ccc([N+](=O)[O-])cc2)cc1
→ 3%	-10%	-6%[11.6 µM]	0%	-7%	-26%	-21
COc1ccc(CCNC(=O)c2ccc(-c3ccc([N+](=O)[O-])cc3)o2)cc1OC
→ -2%	2%	-25%	40µM*	-5%	-29%	-69*
COc1ccc(NC(=O)c2c(NC(=O)c3ccc(Br)cc3)sc3c2CCCC3)cc1
→ ·	12%	·	17%	1%	·	-63*
COc1ccc(CN(C(=O)CNC(=O)c2ccco2)C(C(=O)NCC2CCCO2)c2ccc(OC)c(OC)c2)cc1 (centres undefined)
→ 4%	?	11%	0%	3%	42%	20
COc1cccc(C(=O)N2N=C(c3ccccc3)CC2(O)C(F)(F)F)c1 (centres undefined)
→ 0%	5%	21%	-1%	3%	-6%	-31
CCOC(=O)C1C2c3ccccc3O[C@@]1(C)N=C1SCC(=O)N12 (some centres undefined)
→ -7%	-6%	-7%	7%	-22%	-6%	-10
CC(C)(C)c1ccc(C(=O)N2CCC(C(=O)c3ccccc3)CC2)cc1
→ 6%	0%	3%	-15%	-4%	29%	·
COc1ccc(NC(=O)CSc2nccn2Cc2ccc(F)cc2)cc1
→ -5%	3%	-10%	0%	-10%	-10%	-23
O=C(CN1CCN(Cc2ccc3c(c2)OCO3)CC1)c1c[nH]c2ccccc12
→ 0%	1%	8%	0%	-2%	-9%	100
COc1cc(C(O)C(=O)O)ccc1O (centres undefined)
→ ·	?	-7%	10µM*	-2%	-17%	36
COc1ccc(N(C(=O)c2cnccn2)C(C(=O)NC2CCCCC2)c2ccc(O)cc2)cc1 (centres undefined)
→ 0%	8%	-11%	8%	8%	49%	5
CC1=C(C(=O)Nc2ccccc2)S(=O)(=O)CCO1
→ -11%	7%	14%	1%	-1%	0%	?
COc1ccc(Oc2c(C)oc3cc(OC(=O)N(C)C)ccc3c2=O)cc1
→ 0%	3%	-1%	22µM*	-4%	2%	-33
COc1ccc(-c2nnc(SCC(=O)NCc3cccs3)n2CC(C)C)cc1
→ 6%	1%	2%	-34%	-13%	23%	-7
O=C(NC(=S)Nc1cc([N+](=O)[O-])ccc1O)C1CC1
→ -5%	-4%	71%[activator]	-17%	0%	-7%	30
COc1ccc(C(C)NC(=O)Cc2cccs2)cc1OC (centres undefined)
→ -6%	-6%	-9%	9%	0%	17%	-16
Cc1ccc(-c2cc(C(=O)NCCCN3CCCC3)c3ccccc3n2)cc1C
→ 1%	-4%	-5%	0%	-11%	114%[activator]	-23
COc1ccccc1NC(=O)C1=C(C)Nc2nnnn2C1c1cccc(Br)c1 (centres undefined)
→ -1%	1%	9%	-8%	·	-5%	-6
O=C1c2ccccc2C(c2nnnn2Cc2ccccc2)N1Cc1cccc(F)c1 (centres undefined)
→ ·	·	6%&5%	·	6%&1%	·	-18&-11
CC(CCc1ccc(O)cc1)NC1C2CC3CC(C2)CC1C3 (centres undefined)
→ -7%	-17%	-17%	2%	-4%	-16%	6
CN1CCN(CCNC(=O)c2ccc3nc(-c4ccc(F)cc4)c(-c4ccc(F)cc4)nc3c2)CC1
→ -4%	?	-1%	2%	2%	181%[activator]	-33
Cc1cc(C)cc(NS(=O)(=O)c2ccc(NC(=S)NC(=O)c3cccs3)cc2)c1
→ 0%	-10%	37%[activator]	-31%	-14%	-24%	-34
COc1ccc(/C=N/NC(=O)Cn2nc(C)c([N+](=O)[O-])c2C)cc1
→ 0%	-14%	53%[activator]	-2%	-5%	-17%	-18
COc1ccc(C(=O)NC(=S)NNC(=O)c2ccco2)cc1
→ 5%	-3%	68%[activator]	-22%	-15%	-12%	35
Cc1ccc(Cn2c(CNS(=O)(=O)c3cccc([N+](=O)[O-])c3)nc3cccnc32)cc1
→ ·	1%	·	-2%	7%	·	-24
COC(=O)CC(=O)CSc1nc2cc(C(=O)NC(C)C)ccc2c(=O)n1CCc1ccccc1
→ ·	11%	·	1%	6%	·	-28
Cc1ccc(Nc2nc(CSc3nnc(-c4cccnc4)n3-c3ccccc3F)cs2)cc1
→ -1%	-4%	-8%	-7%	6%	6%	6
COc1cccc(/C=N/NC(=O)c2cc(-c3cccn3C)n[nH]2)c1
→ 2%	-14%	-23%	-24%	5%	13µM*	-21
CS(=O)(=O)N1CCN(Cc2ccccc2C(F)(F)F)CC1
→ 3%	-11%	-7%	4%	-7%	18%	-23
COc1ccc(N2CCN(CCCNC(=O)C3CCC(CNc4nc(=S)[nH]c5ccccc45)CC3)CC2)cc1 (centres undefined)
→ 2%	4%	-3%	2%	-1%	-1%	14
O=C(CN1CCN(c2ccccn2)CC1)Nc1ccc(F)c(F)c1
→ -6%	2%	-6%	-16%	-6%	11%	-40
COc1ccc2cc(C(=O)NCc3ccccc3)c(=O)oc2c1
→ -3%	-9%	-1%	6%	4%	-17%	-7
